Screens (PubChem)
APE1 inh – blocks human APE1 abasic DNA cleavage; P27695; AID 2517; hit rate 0.35% among 350,000; recombinant APE1, TAMRA/BHQ-2 abasic DNA cleavage fluorescence; Potency, µM (top dose mostly 65.8 µM), for the others: at the top dose activity change, negative = inhibition, usual class: inhibitors;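 note: potency is the fitted concentration of half-maximal effect; plate controls were vehicle for no effect and reference inhibitor for full effect; nearly all actives have a fitted effect of over 55% in size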
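0.75 nM APE1 + cpd, 15 min RT; start w/ 50 nM TAMRA/BHQ-2 THF-abasic dsDNA; kinetic fluor 525/598 nm ×3 reads @60 s; Δ(read3−read1); normalized to DMSO and NSC13755 control wells.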
Anesthetic bind – binds horse apoferritin like a general anesthetic; hit rate 0.074% among 350,000; P02791; apoferritin/1-aminoanthracene competitive binding, fluorescence; Potency, µM (doses to about 77.5 µM), inactives show top-dose activity change, negative = displacement, hits mostly inhibitors; note: potency is the fitted concentration of half-maximal effect; % is set by controls: 0 for no effect and ±100 for the full control effect; nearly all actives have a fitted effect of over 20% in size
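10 uM apoferritin + 50% sat. 1-AMA, PBS; cpd 10 min RT; Ex380/Em535 endpoint; normalized to free probe vs complex; 4-param Hill fit; propofol titration as pos. ctrl.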
TRHR agonist – activates the human TRH receptor | hit rate 0.18% among 360,000 | P34981 | activation, % at 2 µM | TRHR cells, calcium flux fluo-8, FDSS agonist mode | AID 493084; in the data active = activation above about 30%; note: 0% is about no effect
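Fluo-8-loaded TRHR cells; 10 s baseline, compound added, kinetic Ca2+ fluorescence read 1/s, agonist mode.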
BLM inh – Bloom syndrome helicase (human) inhibition; P54132; recombinant BLM DNA unwinding, fluorescence dequenching; hit rate 0.2% among 350,000; Potency, µM (highest dose often 56.1 µM), for inactives: at the highest dose activity change, negative = inhibition, hits mostly inhibitors; AID 2528;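 note: potency is the fitted concentration of half-maximal effect; plate controls were vehicle for no effect and no enzyme for full effect; nearly all actives have a fitted effect of over 35% in size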
Target sequence (P54132 whole entry, looked up): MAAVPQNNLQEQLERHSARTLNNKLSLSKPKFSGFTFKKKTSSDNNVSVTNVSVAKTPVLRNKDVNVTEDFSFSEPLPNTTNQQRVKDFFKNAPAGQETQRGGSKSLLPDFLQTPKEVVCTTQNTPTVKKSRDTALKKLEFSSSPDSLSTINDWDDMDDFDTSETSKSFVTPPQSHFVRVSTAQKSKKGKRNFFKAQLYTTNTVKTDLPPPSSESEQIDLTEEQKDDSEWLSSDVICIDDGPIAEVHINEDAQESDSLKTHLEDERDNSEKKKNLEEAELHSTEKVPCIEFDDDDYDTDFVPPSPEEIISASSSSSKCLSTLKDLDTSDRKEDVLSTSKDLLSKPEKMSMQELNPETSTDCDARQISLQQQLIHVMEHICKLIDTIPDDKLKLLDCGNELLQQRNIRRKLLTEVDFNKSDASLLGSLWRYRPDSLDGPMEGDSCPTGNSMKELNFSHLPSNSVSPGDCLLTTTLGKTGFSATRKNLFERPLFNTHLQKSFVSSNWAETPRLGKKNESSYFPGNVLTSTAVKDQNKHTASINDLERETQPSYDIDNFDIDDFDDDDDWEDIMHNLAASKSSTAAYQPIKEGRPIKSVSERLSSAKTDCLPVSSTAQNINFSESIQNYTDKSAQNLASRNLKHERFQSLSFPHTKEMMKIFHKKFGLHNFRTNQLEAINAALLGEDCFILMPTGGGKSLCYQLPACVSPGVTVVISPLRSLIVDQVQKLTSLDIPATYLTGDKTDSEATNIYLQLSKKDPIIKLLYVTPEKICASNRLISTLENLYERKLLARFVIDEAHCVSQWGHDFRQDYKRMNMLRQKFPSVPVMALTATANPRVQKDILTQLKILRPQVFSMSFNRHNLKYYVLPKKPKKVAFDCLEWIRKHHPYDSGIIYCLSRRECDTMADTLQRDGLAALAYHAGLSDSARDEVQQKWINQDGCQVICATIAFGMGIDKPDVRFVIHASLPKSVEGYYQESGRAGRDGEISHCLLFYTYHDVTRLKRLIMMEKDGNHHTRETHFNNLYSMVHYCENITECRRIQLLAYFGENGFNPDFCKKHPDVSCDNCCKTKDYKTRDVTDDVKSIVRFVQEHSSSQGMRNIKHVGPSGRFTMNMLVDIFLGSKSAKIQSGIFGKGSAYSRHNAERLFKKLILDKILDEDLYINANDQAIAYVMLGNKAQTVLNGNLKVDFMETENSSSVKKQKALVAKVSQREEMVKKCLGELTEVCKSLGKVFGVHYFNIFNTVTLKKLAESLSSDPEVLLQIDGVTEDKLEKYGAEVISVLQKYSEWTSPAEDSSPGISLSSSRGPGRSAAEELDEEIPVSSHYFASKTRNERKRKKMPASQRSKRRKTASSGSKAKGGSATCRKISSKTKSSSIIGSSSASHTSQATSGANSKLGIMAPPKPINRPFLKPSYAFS
POLI inh – DNA polymerase iota (human) inhibition. Pol iota fluorescent replication assay, 10 min. AID 588590. hit rate 1% among 390,000. Potency, µM (series often up to 115 µM), without a hit: at the highest dose activity, negative = inhibition, hits mostly inhibitors; note: potency is the fitted concentration of half-maximal effect
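Fluorescent replication assay read twice, at 0 min and 10 min after adding 50 nM (final) substrate. Enzyme (10 nM) and compounds were first incubated 15 min at room temperature; enzyme-free buffer wells were negative controls.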
ALOX12 inh – blocks human arachidonate 12S-lipoxygenase; P18054; purified 12hLO, xylenol orange hydroperoxide absorbance; Potency, µM (highest dose often 108 µM), without a hit: at the highest dose activity change, negative = inhibition, actives largely listed as inhibitors; hit rate 1.1% among 580,000; note: potency is the fitted concentration of half-maximal effect; % is set by controls: 0 for no effect and ±100 for the full control effect
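Hydroperoxide product was detected by ferrous iron/xylenol orange as the 573 to 405 nm absorbance ratio. Arachidonic acid at 40 uM (final) was turned over for 30 min at room temperature by 150 nM human 12hLO, pH 7.0 Hepes buffer, after 15 min compound preincubation.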
ERG-DNA inh – blocks human ERG Ets domain binding to DNA; hit rate 0.028% among 370,000; Potency, µM (titrated, usually from 76.9 µM), for the others: at the highest dose FP activity, negative = inhibition, actives largely listed as inhibitors; fluorescence polarization, His-ERG Ets domain / labelled DNA; AID 624246; active = well fitted inhibition curve with a large enough effect in the polarisation, with a control signal flat; inconclusive = small, poorly fitted or top-dose-only effect, or effect the other way, or a change in a side signal; inactive = no such curve, though single readings can be large or run the other way; the % refers to the polarisation;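 note: polarization taken with two DNA probes labelled with fluorescein and Texas red; potency is the fitted concentration of half-maximal effect; % of control where 0% means no effect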
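His-tagged ERG Ets domain (1 uM in the protein solution; 300mM KCl, 50mM Tris-HCl, 1mM EDTA, 1mM DTT, pH 7.5) received compound, then a probe mix of 5 nM fluorescein-DNA and 100nM Texas-615-DNA. Fluorescence polarization was read for both dyes.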
Pol beta inh – inhibitors of human DNA polymerase beta; Pol beta primer extension/strand displacement, fluorescence kinetic; hit rate 1.3% among 340,000; P06746; Potency, µM (top dose mostly 114 µM), without a hit: at the top dose activity change, negative = inhibition, most hits filed as inhibitors; note: potency is the fitted concentration of half-maximal effect; % is set by controls: 0 for no effect and ±100 for the full control effect
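Kinetic readout of DNA synthesis with strand displacement by Pol beta. Compound and 10 nM enzyme sit 15 min at room temperature; 50 nM substrate starts the reaction, read immediately and at 10 min.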
POLK inh – inhibitors of human DNA polymerase kappa. purified Pol kappa, fluorescent DNA synthesis assay, 10 min. Potency, µM (titrated, usually from 107 µM), for the others: at the top dose activity, negative = inhibition, actives largely listed as inhibitors. hit rate 0.53% among 400,000. AID 588579; note: potency is the fitted concentration of half-maximal effect; % is set by controls: 0 for no effect and ±100 for the full control effect
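Readout: fluorescence, taken kinetically at 0 and 10 min. Conditions: 10 nM Pol kappa, 15 min RT compound preincubation, 50 nM substrate final. Controls: enzyme-free buffer wells.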
Starred values were filed as active, the others as inactive; & = joins results of further samples; [ ] = remark or other dose. Unless noted, calls come from the whole dose curve; as a rule, active = well fitted curve in the direction sought with a large enough effect; inconclusive = small, poorly fitted or top-dose-only effect, or another doubt; inactive = no such curve, though single readings can be large; an effect the other way counts as inactive or inconclusive. Only part of the results is shown. The share of hits here may be higher or lower than overall.

How did CCOc1ccc(OCC)c(NS(=O)(=O)c2ccc3[nH]c(=O)ccc3c2)c1 do in these assays?
Anesthetic bind: inconclusive; TRHR agonist: -0.1; BLM inh: 0%; POLI inh: 5%; ALOX12 inh: -14%; ERG-DNA inh: -2%; Pol beta inh: -1%; POLK inh: -4%[60.1 µM]

How did O=C(COc1ccc(-n2cnnn2)cc1)Nc1ccc(Br)cc1F do in these assays?
APE1 inh: 12%; POLI inh: 50%[activator]; ALOX12 inh: 221%[activator]; ERG-DNA inh: -2%; POLK inh: -15%

What do the screens show for `CCOc1ccccc1CN1C(=O)C2(OCCO2)c2ccccc21`?
APE1 inh: 6%; Anesthetic bind: -4%; TRHR agonist: -0.7; BLM inh: -2%; POLI inh: -5%; ALOX12 inh: 0%; ERG-DNA inh: 0%; Pol beta inh: 23%; POLK inh: -6%

How did COc1cc(-c2noc(-c3ccc(NCCc4ccccc4)c([N+](=O)[O-])c3)n2)cc(OC)c1OC do in these assays?
Anesthetic bind: -2%; TRHR agonist: 0.6; BLM inh: -7%; POLI inh: 6%; ALOX12 inh: 0%; ERG-DNA inh: 1%; Pol beta inh: -4%; POLK inh: 0%

How did COc1ccccc1CNc1ccc([N+](=O)[O-])cc1C do in these assays?
APE1 inh: -2%; Anesthetic bind: inconclusive; TRHR agonist: -2.5; BLM inh: -9%; POLI inh: 64%[activator]; ALOX12 inh: -14%; ERG-DNA inh: 2%; Pol beta inh: -24%; POLK inh: 1%

Results for COc1ccc(S(=O)(=O)N2CCc3ccccc32)cc1C(=O)OCc1nnc(-c2ccccc2)o1 ?
APE1 inh: -10%; Anesthetic bind: -9%; TRHR agonist: 0.2; BLM inh: 0%; POLI inh: 19%; ALOX12 inh: 17%; ERG-DNA inh: 8%; Pol beta inh: 9%; POLK inh: -2%

How did COC(=O)c1scc(-c2ccc(C)cc2)c1S(=O)(=O)Nc1cc(OC)c(OC)c(OC)c1 do in these assays?
Anesthetic bind: 1%; TRHR agonist: -0.2; BLM inh: -2%; POLI inh: 10%; ALOX12 inh: -26%; ERG-DNA inh: -11%; Pol beta inh: -1%; POLK inh: 0%

How did COCCn1c(CN2CC(C)CC(C)C2)nc2c1c(=O)n(C)c(=O)n2C (centres undefined) do in these assays?
APE1 inh: -2%; Anesthetic bind: -13%; TRHR agonist: 0.8; BLM inh: -6%; POLI inh: -29%; ALOX12 inh: 37%[activator]; ERG-DNA inh: 1%; Pol beta inh: 18%; POLK inh: -3%

What do the screens show for `O=C(NN1C(=O)NC2(CCCCC2)C1=O)c1ccc(Cl)s1`?
APE1 inh: 9%; TRHR agonist: 0.2; POLI inh: 10%; ALOX12 inh: 27%; ERG-DNA inh: 1%; POLK inh: -6%

Results for CCN(CC)CCCNC(=O)CCc1c(C)n(CC)c2cc(-c3ccccc3OC)nn2c1=O ?
APE1 inh: 10%; Anesthetic bind: -9%&-7%; TRHR agonist: -0.4&-0.3; BLM inh: 6%&3%; POLI inh: 44%&44%[activator]; ALOX12 inh: 4%&-19%; ERG-DNA inh: -8%&4%; Pol beta inh: 29%&0%; POLK inh: 1%&-5%

How did O=C(c1ccc(N2CCCCC2)c([N+](=O)[O-])c1)N(c1ccccn1)c1ccccn1 do in these assays?
APE1 inh: -2%; Anesthetic bind: -10%; TRHR agonist: 0.4; BLM inh: -3%; POLI inh: 75%[activator]; ALOX12 inh: 2%; ERG-DNA inh: 2%; Pol beta inh: 4%; POLK inh: -5%

How did CCOc1ccc(CC(=O)N2N=C(C)CC2(O)C(F)(F)F)cc1 (centres undefined) do in these assays?
APE1 inh: inconclusive; Anesthetic bind: 1%; TRHR agonist: 0.3; BLM inh: -1%; POLI inh: 38%[activator]; ALOX12 inh: -15%; ERG-DNA inh: -3%; Pol beta inh: 37%; POLK inh: 0%

What do the screens show for `O=C(CSc1nc2ccccc2c(=O)n1-c1ccccc1)N1CCc2ccccc2C1`?
APE1 inh: -2%; Anesthetic bind: -17%; TRHR agonist: -0.2; BLM inh: 2%; POLI inh: 26%; ALOX12 inh: inconclusive; ERG-DNA inh: -13%; Pol beta inh: 3%; POLK inh: -11%

Results for CCOc1ccccc1NC(=O)c1cc2ccccc2oc1=O ?
APE1 inh: -7%; Anesthetic bind: -7%; TRHR agonist: 0.9; BLM inh: -4%; POLI inh: 121%[activator]; ALOX12 inh: inconclusive; ERG-DNA inh: -6%; Pol beta inh: 48%[activator]; POLK inh: -16%

What do the screens show for `CCOC(=O)N1C2c3ccccc3C(c3ccccc32)N1C(=O)OCC`?
POLI inh: 12%; ALOX12 inh: -19%; ERG-DNA inh: 2%; POLK inh: -2%

What do the screens show for `Cc1cccc(C(=O)N(NC(=O)Oc2ccccc2)C(C)(C)C)c1`?
APE1 inh: 8%; Anesthetic bind: -2%; TRHR agonist: 6.0; BLM inh: 1%; POLI inh: -2%; ALOX12 inh: -8%; ERG-DNA inh: 3%; Pol beta inh: 20%; POLK inh: -13%

What do the screens show for `Cc1n[nH]c(=O)c2c(NC(=O)CSc3ccccc3F)oc(C)c12`?
APE1 inh: -11%; TRHR agonist: -0.5; POLI inh: 12%; ALOX12 inh: inconclusive; ERG-DNA inh: -4%; POLK inh: -3%

How did Cc1cc(C)nc(SCc2cc(=O)c(OC(=O)c3ccc(S(=O)(=O)N4CCCC4)cc3)co2)n1 do in these assays?
APE1 inh: 14%; Anesthetic bind: -11%; TRHR agonist: 0.0; BLM inh: -8%; POLI inh: 2%; ALOX12 inh: -26%; ERG-DNA inh: -9%; Pol beta inh: -12%; POLK inh: -16%

What do the screens show for `CCCc1nnc(NC(=O)CCC(=O)N2CCCCC2CC)s1` (centres undefined)?
APE1 inh: 2%; Anesthetic bind: inconclusive; TRHR agonist: 0.3; BLM inh: 0%; POLI inh: inconclusive; ALOX12 inh: 0%; ERG-DNA inh: 1%; Pol beta inh: 2%; POLK inh: 3%

How did CC(=O)Nc1ccc(C#Cc2ccc(NC(C)=O)cc2)cc1 do in these assays?
APE1 inh: -3%; Anesthetic bind: -7%; TRHR agonist: -0.1; BLM inh: 1%; POLI inh: -20%; ALOX12 inh: -4%; Pol beta inh: 0%; POLK inh: -10%

How did COc1cccc(NC(=O)Nc2cccs2)c1 do in these assays?
APE1 inh: 1%; Anesthetic bind: 5%; TRHR agonist: -0.4; BLM inh: -10%; POLI inh: 3%; ALOX12 inh: 145%[activator]; ERG-DNA inh: 11%; Pol beta inh: -19%; POLK inh: -3%

Results for S=C(Nc1cccnc1)Nc1ccccc1Br ?
APE1 inh: 4%; Anesthetic bind: -6%; TRHR agonist: 0.3; BLM inh: -7%; POLI inh: 127%[activator]; ALOX12 inh: 5%; ERG-DNA inh: 0%; Pol beta inh: 7%; POLK inh: -5%

Results for Cc1ccc(C(=O)NC(C(=O)Nc2cccc(S(N)(=O)=O)c2)C(C)C)cc1 (centres undefined) ?
APE1 inh: 1%; Anesthetic bind: -18%; TRHR agonist: 0.2; BLM inh: -2%; POLI inh: 30%[activator]; ALOX12 inh: 17%; ERG-DNA inh: -10%; Pol beta inh: -15%; POLK inh: -18%

Results for CCCCOc1ccc(C(=O)NCCS(=O)(=O)N2CCN(c3ccc(F)cc3)CC2)cc1 ?
Anesthetic bind: 11%; TRHR agonist: 0.2; BLM inh: -2%; ALOX12 inh: -31%; ERG-DNA inh: -4%; Pol beta inh: inconclusive; POLK inh: -3%[60.1 µM]

How did COc1ccccc1N1CCN(C(=O)CSc2nnnn2C2CC2)CC1 do in these assays?
APE1 inh: 24%; TRHR agonist: -0.4; POLI inh: -6%; ALOX12 inh: 10%; ERG-DNA inh: -6%; POLK inh: -6%

Results for COc1ccc(N2CCN(C(CNC(=O)C3CCCCC3)c3cccnc3)CC2)cc1 (centres undefined) ?
APE1 inh: 14%; Anesthetic bind: -5%; TRHR agonist: -0.4; BLM inh: 2%; POLI inh: -4%; ALOX12 inh: 0%; ERG-DNA inh: 4%; Pol beta inh: 42%; POLK inh: -1%

How did Cc1ccc(C)c(Cn2c3ccccc3c3cnn(CC(=O)NCCc4ccccc4)c(=O)c32)c1 do in these assays?
Anesthetic bind: 2%; TRHR agonist: -2.1; BLM inh: -1%; POLI inh: -27%; ALOX12 inh: -5%; ERG-DNA inh: 3%; Pol beta inh: -11%; POLK inh: -10%

What do the screens show for `CN(Cc1ccon1)C(=O)CCc1nnc(CCCCc2ccccc2)o1`?
APE1 inh: 7%; Anesthetic bind: inconclusive; TRHR agonist: 0.0; BLM inh: -2%; POLI inh: 14%; ALOX12 inh: -3%; ERG-DNA inh: -15%; Pol beta inh: 16%; POLK inh: 3%

What do the screens show for `O=C(Nc1nc(-c2ccc3c(c2)OCO3)cs1)c1ccncc1`?
APE1 inh: -4%; Anesthetic bind: inconclusive; TRHR agonist: -0.1; BLM inh: 0%; POLI inh: -69%; ALOX12 inh: -1%; ERG-DNA inh: 4%; Pol beta inh: -2%; POLK inh: -7%

Results for CCCc1cc(=O)oc2cc(C)cc(OCC(=O)NCCCn3ccnc3)c12 ?
APE1 inh: 2%; Anesthetic bind: -12%; TRHR agonist: 0.0; BLM inh: -9%; POLI inh: 6%; ALOX12 inh: 6%&16%; ERG-DNA inh: -3%; Pol beta inh: 9%; POLK inh: -13%

Quoted at random: two entries already listed.
Results for CCCCOc1ccc(C(=O)NCCS(=O)(=O)N2CCN(c3ccc(F)cc3)CC2)cc1 ?
Anesthetic bind: 11%; TRHR agonist: 0.2; BLM inh: -2%; ALOX12 inh: -31%; ERG-DNA inh: -4%; Pol beta inh: inconclusive; POLK inh: -3%[60.1 µM]

Results for S=C(Nc1cccnc1)Nc1ccccc1Br ?
APE1 inh: 4%; Anesthetic bind: -6%; TRHR agonist: 0.3; BLM inh: -7%; POLI inh: 127%[activator]; ALOX12 inh: 5%; ERG-DNA inh: 0%; Pol beta inh: 7%; POLK inh: -5%
